From PubChem BioAssay
Abeta rescue – A-beta toxicity reversal in yeast; yeast expressing A-beta42, growth rescue, OD600, 48 h; response scale: 0% DMSO, 100% iron-clioquinol control; Potency, µM (top dose mostly 46.1 µM), for the others: at the top dose growth rescue, usual class: activators; 410,000 tested, 0.063% active; further: potency means the concentration at half of the fitted maximal effect; nearly all actives have a fitted effect of over 55% in size
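Yeast A-beta toxicity model in growth medium with pinned compounds, 48 h at 30 C; growth read as absorbance at 600 nm. Normalized to FeCl3/clioquinol equimolar mix (positive) and DMSO (negative).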
PLK1 PBD block – PLK1 (human) polo-box domain binding inhibition; Potency, µM, without a hit: max response, negative = inhibition, actives largely listed as inhibitors; AID 720504; 360,000 tested, 2.8% active; P53350; Plk1 PBD binding of FITC phosphopeptide, fluorescence polarization; further: potency means the concentration at half of the fitted maximal effect; series mostly up to about 57 µM; on the % scale 0 is the no-effect control and ±100 the full control effect; nearly all actives have a fitted effect of over 65% in size
Target sequence (P53350 whole entry, looked up, the tested form may be a part): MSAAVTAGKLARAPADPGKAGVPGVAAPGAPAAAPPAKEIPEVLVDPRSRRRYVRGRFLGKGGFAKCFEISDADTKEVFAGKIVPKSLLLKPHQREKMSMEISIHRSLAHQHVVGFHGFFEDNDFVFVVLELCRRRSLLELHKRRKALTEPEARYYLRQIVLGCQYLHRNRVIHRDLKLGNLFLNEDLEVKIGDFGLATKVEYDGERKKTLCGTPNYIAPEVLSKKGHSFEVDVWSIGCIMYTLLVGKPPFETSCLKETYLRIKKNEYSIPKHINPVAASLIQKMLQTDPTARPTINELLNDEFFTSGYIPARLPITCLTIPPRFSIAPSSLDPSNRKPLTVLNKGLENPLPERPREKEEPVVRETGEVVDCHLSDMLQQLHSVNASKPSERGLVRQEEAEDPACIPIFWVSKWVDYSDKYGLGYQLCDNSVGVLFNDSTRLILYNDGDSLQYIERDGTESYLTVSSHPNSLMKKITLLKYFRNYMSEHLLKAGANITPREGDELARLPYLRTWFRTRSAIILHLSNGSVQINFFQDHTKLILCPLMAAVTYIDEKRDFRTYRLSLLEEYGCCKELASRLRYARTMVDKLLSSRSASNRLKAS
EPAC1 antagonist – EPAC1 (human) antagonism | 360,000 tested, 0.14% active | EPAC1 GEF assay, Rap1b-BODIPY-GDP exchange fluorescence | Potency, µM (titrated, usually from 115 µM), inactives show at the highest dose activity change, negative = inhibition, most hits filed as inhibitors | O95398;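 further: potency means the concentration at half of the fitted maximal effect; plate controls were vehicle for no effect and positive control for full effect; nearly all actives have a fitted effect of over 50% in size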
FUS suppressor – suppressors of FUS proteinopathy in yeast; Potency, µM (titrated, usually from 76.6 µM), without a hit: at the highest dose growth rescue (activation), usual class: activators; 390,000 tested, 0.24% active; AID 1347120; S. cerevisiae FUS-expressing, growth rescue, OD600, 24 h;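 further: potency means the concentration at half of the fitted maximal effect; plate controls were DMSO vehicle for no effect and reference control for full effect; nearly all actives have a fitted effect of over 55% in size; some results filed as inactive show a strong effect at the top dose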
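Cultures pregrown in 2.5% raffinose medium are shifted to minimal medium containing 2% galactose to express toxic FUS. Compounds are tested at several concentrations. After 24hr at 30C, growth is quantified at 600 nm absorbance.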
EPAC1 ag – activates human EPAC1 exchange factor; EPAC1 agonist qHTS, biochemical assay; response scale: 100% = response to 6.5 mM cAMP; 360,000 tested, 0.073% active; Potency, µM (top dose mostly 154 µM), without a hit: at the highest dose activation, actives largely listed as activators; AID 720707; further: potency means the concentration at half of the fitted maximal effect; nearly all actives have a fitted effect of over 60% in size
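Nucleotide exchange assay: 100 nM EPAC1 with 250 nM Rap1B loaded with BODIPY-GDP and 50 uM GDP, room temperature. Fluorescence (480/540 nm) read every 5 min for 30 min; signal change normalized to 6.5 mM cAMP as full agonist.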
PI5P4Ka inh – inhibitors of human PI5P4K alpha; P48426; PI5P4Kalpha enzyme, ADP-Glo luminescence, 60 min; hits give low values; max response, %; 330,000 tested, 1.2% active; AID 652105; active means max response of -50% or lower; inconclusive means between -30% and -50%; inactive means -30% or higher; further: value at the top dose of about 77 µM; on the % scale 0 is the no-effect control and ±100 the full control effect
Target sequence (P48426 whole entry, looked up): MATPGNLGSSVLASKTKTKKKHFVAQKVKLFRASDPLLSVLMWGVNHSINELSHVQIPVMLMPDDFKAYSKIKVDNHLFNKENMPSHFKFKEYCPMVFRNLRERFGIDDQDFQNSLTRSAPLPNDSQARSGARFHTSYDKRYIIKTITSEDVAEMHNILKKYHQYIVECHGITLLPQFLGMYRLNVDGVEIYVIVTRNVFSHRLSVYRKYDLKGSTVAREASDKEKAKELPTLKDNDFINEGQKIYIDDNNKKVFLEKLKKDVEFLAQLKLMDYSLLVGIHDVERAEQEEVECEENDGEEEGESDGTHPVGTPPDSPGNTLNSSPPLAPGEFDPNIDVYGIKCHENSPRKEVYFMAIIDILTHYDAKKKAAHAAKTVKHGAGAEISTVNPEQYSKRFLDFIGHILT
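qHTS, 1536-well: enzyme/substrate mix, compound by pin tool, 5 microM ATP final; RT 60 min; ADP-Glo reagents 1 (45 min) then 2 (30 min); luminescence.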
IL-2 act – activates IL-2 in a cell-based reporter assay. 360,000 tested, 0.065% active. activation, % (series mostly up to about 46 µM). IL-2 activation reporter assay, cell-based qHTS; stimulated with anti-CD3/CD4/CD28 beads; in transgenic mouse T cells; in the data active means activation above about 50%; inconclusive means mostly about 30% to 49%; further: 0% is about no effect
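First, unstimulated transgenic mouse T cells were exposed to compound for 60 min. Next, anti-CD3/anti-CD4-coated beads with anti-CD28 were added. Finally, after 18 h at 37 degrees C, EGFP and DsRed were imaged.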
WRN helicase inh – inhibitors of human WRN helicase; Q14191; WRN helicase unwinding, fluorescent forked duplex, kinetic; Potency, µM (doses to about 114 µM), inactives show at the highest dose activity change, negative = inhibition, usual class: inhibitors; 360,000 tested, 0.46% active; AID 651768; further: potency means the concentration at half of the fitted maximal effect; on the % scale 0 is the no-effect control and ±100 the full control effect; nearly all actives have a fitted effect of over 55% in size
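Kinetic fluorescence helicase assay: unwinding of a quenched forked DNA duplex (100 nM final) with 2 mM ATP final raises red fluorescence (525/598 nm). Compounds sat 15 min at room temperature with 20 nM WRN beforehand.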
Starred values were filed as active, the others as inactive; ? = inconclusive; / = no result given; [ ] = another dose, or the depositor's remark. Unless noted, the call rests on the fitted dose curve; in most records, active means well fitted curve in the direction sought with a large enough effect; inconclusive means small, poorly fitted or top-dose-only effect, or another doubt; inactive means no such curve, though single readings can be large; an effect the other way counts as inactive or inconclusive.

Values run as follows: Abeta rescue	PLK1 PBD block	EPAC1 antagonist	FUS suppressor	EPAC1 ag	PI5P4Ka inh	IL-2 act	WRN helicase inh
#1 Nc1ccc(-c2cc3ccccc3oc2=O)cc1
  3.4%	-17.3%	-6.7%	11.4%	9.2%	0.5	0.8	5.3%
#2 CC1(C)C2CCC1(C)C(OC(=O)CNc1ccccc1)C2 (stereo unspecified)
  16.3%	18.9µM*	-13.7%	15.1%	1.7%	2.4	0.1	-6.7%
#3 O=C(NCc1ccco1)C(=O)NCC1OCCN1C(=O)c1ccc(Cl)cc1 (stereo unspecified)
  -8.9%	-5.8%	-10.2%	10.1%	1.2%	1.5	0.0	-23.9%
#4 O=C(COC(=O)/C=C/c1cccs1)Nc1nc(-c2ccccc2)cs1
  -25.2%	-15.8%	0.1%	41.8%	-6.7%	0.4	-0.1	-0.7%
#5 COc1cc(/C=N/n2cnnc2-n2nc(C)cc2C)cc([N+](=O)[O-])c1O
  6.8%	-1.9%	-7.2%	20.6%	-9.4%	?	0.7	-5.7%
#6 COc1ccc(N(CCC#N)C(=O)/C(C#N)=C\c2cccs2)cc1
  3.6%	-1.9%	8.5%	-1.9%	0.8%	0.3	0.3	-1.3%
#7 CCNC(=O)C1CCCN(Cc2ccc(C(=O)OCC)cc2)CC1 (stereo unspecified)
  7.2%	-5.5%	-2.6%	-9.8%	0.2%	-4.9	-0.4	1.6%
#8 CN(C)S(=O)(=O)c1ccc(NC(=O)CN2CCCc3ccccc32)cc1
  12.2%	-12.0%	-8.4%	32.4%	9.0%	5.2	-1.3	?
#9 O=C(COC(=O)C1CC1)NC(=O)NCc1ccccc1
  -1.1%	-9.5%	-29.7%	-7.8%	4.2%	0.1	-1.9	6.9%
#10 O=C(c1c[nH]c2ccccc12)C(F)(F)F
  ?	3.9%	-6.6%	-5.6%	2.0%	4.2	1.5	-7.9%
#11 O=C(CCCN1C(=O)c2ccccc2C1=O)NCCN1C(=O)S/C(=C\c2cccs2)C1=O
  1.0%	-1.9%	5.1%	/	-14.4%	1.4	-1.9	-0.9%
#12 COc1ccc(CN(C)C(=O)c2ccc(NS(=O)(=O)c3ccccc3)cc2)c(OC)c1
  0.8%	4.5%	-8.5%	23.1%	1.8%	-2.1	0.4	-4.4%
#13 Cc1c(C(=O)N2CCC(C)CC2)oc2ccc(S(=O)(=O)N3CCC4(CC3)OCCO4)cc12
  6.2%	-8.6%	19.3%	22.8%	8.5%	/	-0.9	-4.1%
#14 Brc1ccc(C2=CC(c3ccco3)n3ncnc3N2)cc1 (stereo unspecified)
  10.1%	23.8µM*	22.9%	9.8%	?	?	10.7	?
#15 O=C(Nc1ccc(Br)cc1)C1CCC(=O)N1Cc1ccccc1Cl (stereo unspecified)
  -0.1%	-4.8%	1.5%	-21.6%	-1.7%	5.4	-1.2	2.3%

New compounds follow:
Values run as follows: Abeta rescue	PLK1 PBD block	EPAC1 antagonist	FUS suppressor	EPAC1 ag	PI5P4Ka inh	IL-2 act	WRN helicase inh
#16 CCN(CC)S(=O)(=O)c1ccc(O)c(NC(=O)CN2CCc3ccccc3C2)c1
  -13.1%	-1.0%	-1.3%	12.2%	-11.0%	-5.7	0.0	11.8%
#17 Cc1cc(S(=O)(=O)N2CC(=O)N(CCc3ccccc3)C(=O)C2)ccc1F
  1.1%	-1.2%	-3.9%	-16.4%	-4.0%	-1.2	-0.1	-2.5%
#18 Cc1ccc(S(=O)(=O)N(C)C[C@H]2Oc3ncc(Br)cc3C(=O)N([C@H](C)CO)C[C@@H]2C)cc1
  6.4%	-20.2%	-2.5%	?	-15.9%	-3.0	-2.9	-5.8%
#19 Fc1cccc(NC(=S)NCc2cccnc2)c1
  -13.1%	-17.7%	-1.3%	/	-2.4%	0.0	-0.5	4.3%
#20 CCCCNC(=O)C1(C)CCCCN1C(=O)c1ccc2c(c1)C(C)(C)CCC2(C)C (stereo unspecified)
  -1.6%	-5.5%	-22.0%	44.7%	-10.2%	-3.8	-0.9	-5.4%
#21 COc1ccc(-c2c(C)nc(N)nc2-c2ccc(OCc3ccc(C)cc3)cc2O)cc1OC
  5.2%	-2.3%	3.6%	/	13.0%	9.1	-0.4	1.8%
#22 CCOc1ccc(NC(=O)CN(C)C(=O)CCCOc2ccc(Br)cc2)cc1OCC
  -8.1%	-12.8%	-0.3%	28.5%	-15.0%	-3.4	-5.6	13.5%
#23 CN1C[C@@H]2[C@@H]3C(=O)N(Cc4ccccc4)C(=O)[C@@H]3[C@](Cc3ccccc3)(C1=O)N2C(=O)c1ccc(Cl)c(Cl)c1
  4.5%	-4.0%	-7.5%	14.1µM*	7.8%	2.1	0.1	-7.7%
#24 COc1ccc(C(=O)OCC(=O)NC2CCCC2)cc1OC
  1.1%	-4.7%	-2.4%	-11.6%	-1.0%	3.0	0.0	17.0%
#25 CCN1CCCC1CN(Cc1cc2cc(C)ccc2[nH]c1=O)C(=O)Nc1ccccc1OC (stereo unspecified)
  11.2%	-4.9%	7.5%	22.4µM*	4.6%	-16.5	-0.1	6.6%
#26 CCC(=O)c1ccc(OC(=O)c2ccc(Br)o2)cc1
  4.4%	-4.1%	-0.8%	/	5.8%	1.3	0.3	-4.9%
#27 CSc1ncc(C(=O)Nc2ccc(C(C)=O)cc2)c(C)n1
  4.4%	0.7%	-8.9%	41.4%	1.5%	-18.2	-0.4	-0.3%
#28 Cc1c(NC(=O)C(C#N)=C2CCCCC2)c(=O)n(-c2ccccc2)n1C
  -12.2%	-6.6%	-10.1%	-0.9%	6.3%	1.0	0.4	-4.8%
#29 CC(c1nc2ccccc2[nH]1)N(C(=O)Cc1csc2ccccc12)c1cccnc1 (stereo unspecified)
  2.3%	4.0%	4.8%	-8.9%	-6.9%	-0.5	0.1	-1.5%
#30 Cc1cccc(-c2ccc(NC(=O)C3CCN(CC4CC4)CC3)cc2)c1
  -6.0%	-5.4%	8.8%	12.1%	3.1%	0.1	-2.4	7.6%

Following part.
Values run as follows: Abeta rescue	PLK1 PBD block	EPAC1 antagonist	FUS suppressor	EPAC1 ag	PI5P4Ka inh	IL-2 act	WRN helicase inh
#31 N#CCCN(Cc1cccnc1)C(=S)NCc1ccco1
  0.9%	-24.4%	-1.7%	-17.7%	0.9%	3.1	-0.7	-6.2%
#32 CCCS(=O)(=O)N1CCN(S(=O)(=O)c2ccccc2)CC1
  18.1%	-6.3%	-6.5%	36.9%	7.8%	/	0.2	-8.0%
#33 O=C(Cn1cnc2ccccc2c1=O)OCCCCN1C(=O)c2ccccc2C1=O
  -22.3%	-1.1%	-8.2%	9.8%	13.1%	-7.9	-1.5	2.1%
#34 COc1ccc(CN(C)CC(=O)Nc2c(C)cccc2C)c(OC)c1
  -5.6%	-6.1%	-10.8%	-0.2%	2.3%	10.3	-1.1	2.0%
#35 O=C(CN1C(=O)NC2(CCCc3ccccc32)C1=O)NCc1cccs1 (stereo unspecified)
  1.6%	-6.6%	5.7%	-4.4%	8.4%	-4.5	-0.2	-0.6%
#36 CCCS(=O)(=O)NC(=O)C1(C)CCN(C(=O)c2ccccc2OC(F)(F)F)C1 (stereo unspecified)
  -15.5%	-6.6%	2.4%	-11.4%	9.0%	2.6	0.1	-2.3%
#37 COc1ccc(/C=N/NC(=O)Cn2nc(C)c([N+](=O)[O-])c2C)cc1
  0.4%	29.9µM*	2.1%	10.3%	-3.9%	-9.5	0.6	7.4%
#38 CCOC(=O)c1c(C)n(C)c2cc(Br)c(O)c(O)c12
  5.1%	-8.7%	-6.0%	-1.7%	4.6%	1.7	-0.4	-1.7%
#39 O=C(Nc1ccccc1)NC1(C(=O)N2CCN(C(=O)c3ccco3)CC2)CCCCC1
  -7.4%	-5.6%	15.4%	15.9%	-1.3%	-2.2	-1.6	-1.1%
#40 CC1CC(C)CN(C(=O)Nc2ccc(Br)cc2)C1 (stereo unspecified)
  -12.8%	29.9µM*	-5.2%	-1.2%	4.3%	-0.1	-2.5	-0.2%
#41 COc1cc(SSc2cc(OC)cc([N+](=O)[O-])c2N)c(N)c([N+](=O)[O-])c1
  -93.8%[inhibitor]	0.67µM*	-16.2%	-5.6%	9.7%	-93.5*	-0.5	0.9%
#42 O=C(c1ccc(Br)o1)N1CCN(c2ncccn2)CC1
  -5.8%	-2.4%	2.0%	13.4%	-7.2%	-1.8	-0.5	9.9%
#43 CC(C)(C)NC(=O)c1cccc(NC(=O)CSc2ccccc2)c1
  -5.9%	-11.4%	11.3%	22.2%	4.2%	-8.9	-0.5	-0.9%
#44 CCOc1cc(C(=O)Nc2ccc3c(c2)OCO3)ccc1OC(F)F
  -12.0%	-0.2%	0.1%	-7.6%	6.4%	/	-2.6	-5.0%
#45 Cc1ccccc1-c1nc(SCc2ccccn2)c2c(=O)n(C)c(=O)n(C)c2n1
  -0.8%	-7.9%	-5.8%	2.4%	-6.0%	1.9	0.2	-9.6%
#46 COCCNC(=O)/C(C#N)=C1\N=C(N)c2ccccc21
  4.8%	-3.0%	19.4%	6.6%	3.9%	-6.8	-0.2	?
#47 Cc1ccccc1NC(=O)Cn1cnc2c(oc3ccccc32)c1=O
  14.8%	-0.2%	0.2%	25.2%	-4.5%	/	-2.2	-8.5%
#48 CNS(=O)(=O)c1cccc(C(=O)OCC(=O)c2c(N)n(Cc3ccccc3)c(=O)n(C)c2=O)c1
  -11.5%	-7.2%	4.8%	/	10.8%	-17.6	-2.0	?

Quoted at random: 3 compounds from above.
Values run as follows: Abeta rescue	PLK1 PBD block	EPAC1 antagonist	FUS suppressor	EPAC1 ag	PI5P4Ka inh	IL-2 act	WRN helicase inh
#32 CCCS(=O)(=O)N1CCN(S(=O)(=O)c2ccccc2)CC1
  18.1%	-6.3%	-6.5%	36.9%	7.8%	/	0.2	-8.0%
#31 N#CCCN(Cc1cccnc1)C(=S)NCc1ccco1
  0.9%	-24.4%	-1.7%	-17.7%	0.9%	3.1	-0.7	-6.2%
#40 CC1CC(C)CN(C(=O)Nc2ccc(Br)cc2)C1 (stereo unspecified)
  -12.8%	29.9µM*	-5.2%	-1.2%	4.3%	-0.1	-2.5	-0.2%
